F508del corr: CFTR F508del correction in bronchial cells. CFBE cells, YFP halide quenching; stimulated with forskolin plus potentiator P3; % fluorescence drop versus neutral controls. 350,000 compounds, 0.36% hits. activity (quench increase), % at 7.58 µM;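 active = mean added fluorescence quench of at least 8% versus neutral control, with both replicates also reaching 8%; inconclusive = only one of the mean or replicate conditions met; inactive = mean below 8% and not both replicates reaching 8%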;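 note: cells transiently co-express mutant CFTR-F508del with the halide-sensitive YFP; corrector assay measuring rescue of mutant channel to the surface after 24 h compound exposure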
PAX8 inh HTS: lowers PAX8-driven luciferase in RMG-I cells; RMG-I TPO-luciferase reporter, SteadyGlo, 24 h; inhibition, % at 12.6 µM; 360,000 compounds, 1.2% hits;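 active = mean replicate inhibition at least 60% with every replicate also reaching 60%; inconclusive = only one of the two criteria is met; inactive = mean below 60% and not all replicates reaching 60%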;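 note: luciferase light reporting Pax8 driven TPO promoter activity; plate controls were median of neutral control wells for no effect and mitoxantrone controls for full effect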
DENV2 CPE: inhibitors of DENV2 cytopathic effect | CPE inhibition, % at 9.99 µM | AID 651640 | 350,000 compounds, 1.7% hits | DENV2-infected cells, cytopathic effect rescue, plate reader; in the data active = CPE inhibition above about 20%, passing the limit was not always enough; inconclusive = no clear call, values can overlap the other calls; tested in BHK-21 cells;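 note: 0% = median of neutral control wells and 100% = median of positive control wells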
INS-1E GSIS act: GLuc luminescence reporter in INS-1E cells, primary screen for activators of glucose-dependent secretion of insulin. AID 743287. activation, % at 16.6 µM. 370,000 compounds, 0.61% hits. INS-1E GLuc reporter insulin secretion, 2-3 h;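 active = lowest replicate activation of at least 40%, so every replicate reaches that level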;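 note: 0% = median of neutral control wells and 100% = median of IBMX positive control wells; some compounds called inactive have numbers as strong as hits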
Xi reactivation: X-chromosome reactivation activator; 360,000 compounds, 0.055% hits; XiGFP mouse fibroblasts, % GFP-positive cells imaging, 3 d; cells co-treated with 5-aza-dC sensitizer; scaled so ellipticine positive control = 100%; activation, % at 7.58 µM;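 active = mean normalized replicate activation at least 10% and every replicate at or above 10%; inconclusive = only one of the two criteria met; inactive = mean below 10% and not all replicates reach 10%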;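 note: 0% = median of on-plate neutral control wells and 100% = ellipticine 6 µM median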
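Material: XiGFP fibroblasts, SV40-immortalized; Buffer or medium: DMEM containing 5-aza-dC; Compound dosing: single point; Times: 3 days compound exposure.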
ARNT-TACC3 inh: disruptors of human ARNT/TACC3 interaction. inhibition, % at 9.99 µM. 390,000 compounds, 0.66% hits. Q9Y6A5. AID 623870. AlphaScreen His-ARNT PAS-B/GST-TACC3 binding, luminescence; TACC3 fragment carries E629A point mutation;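 active = mean inhibition of replicates at least 50% and at least half of replicates each reaching 50%; inconclusive = half or more replicates reach 50% but mean below 50%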;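 note: 0% = complete ARNT plus TACC3 wells and 100% = ARNT alone without TACC3; many hits fall short of the cut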
EWS-Fli inh: EWS/Fli transcriptional activity inhibition; 350,000 compounds, 0.67% hits; inhibition, % at 12.6 µM; A673 NR0B1-luciferase reporter, viability-normalised;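 active = mean inhibition of at least 50% after viability correction, with every replicate also passing that limit; inconclusive = mean reaches 50% but only one of two replicates passes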;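 note: firefly luciferase signal divided by Alamar Blue viability fluorescence both relative to DMSO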
ERp5 inh: inhibitors of human ERp5; Q15084; ERp5 insulin aggregation, absorbance 650 nm, 90 min; inhibition, % at 9.99 µM; 350,000 compounds, 0.05% hits;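 active = mean replicate inhibition above about 25%, with every replicate also reaching it, limit read from the data, passing the limit was not always enough; inconclusive = only one of those two criteria met; inactive = neither criterion met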
Target sequence (Q15084 whole entry, looked up): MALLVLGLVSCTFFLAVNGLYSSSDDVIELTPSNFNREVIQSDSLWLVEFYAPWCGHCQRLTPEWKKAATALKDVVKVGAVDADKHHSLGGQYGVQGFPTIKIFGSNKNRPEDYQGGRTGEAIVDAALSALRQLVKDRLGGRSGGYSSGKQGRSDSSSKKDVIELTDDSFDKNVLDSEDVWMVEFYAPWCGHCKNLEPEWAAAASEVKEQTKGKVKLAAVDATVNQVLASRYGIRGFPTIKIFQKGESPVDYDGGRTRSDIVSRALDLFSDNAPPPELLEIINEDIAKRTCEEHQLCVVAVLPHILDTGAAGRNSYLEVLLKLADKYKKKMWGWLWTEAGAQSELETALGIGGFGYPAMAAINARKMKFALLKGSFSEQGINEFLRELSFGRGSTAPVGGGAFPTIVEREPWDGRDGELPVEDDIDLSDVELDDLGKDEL
Numbers without * were called inactive; ? = inconclusive; · = no result given; & = joins results of further samples.

SMILES	F508del corr	PAX8 inh HTS	DENV2 CPE	INS-1E GSIS act	Xi reactivation	ARNT-TACC3 inh	EWS-Fli inh	ERp5 inh
CSc1cccc(NC(=O)C2CCN(S(=O)(=O)c3ccc4c(c3)NC(=O)CO4)CC2)c1	-0.2	2	-5	-10	0.1	1	-10	0
O=S1(=O)c2ccccc2Nc2ccccc21	-3.2	-9	0	1	0.2	-8	15	2
CCc1nc2ccc(C(=O)Nc3ccc(OC)c(OC)c3)cn2c1N(CC)Cc1cccc(Br)c1	2.6	16	-7	·	0.0	·	9	-4
CCCCc1nnc(NC(=O)c2oc3ccc(OC)cc3c2C)s1	-2.1	-40	-3	4	0.6	-6	-19	0
N=c1n(CCO)c2ccccc2n1CCOc1ccc(Cl)cc1Cl	-2.3	11	14	-11	0.3	-2	20	6
CCC(=O)Nc1ccc2c(c1)C(=O)N(C)C[C@@H](OC)[C@@H](C)CN(Cc1nccs1)[C@@H](C)CO2	1.0	·	·	-3	0.5	·	3	·
C=C1SC(=Nc2ccccc2Cl)N(C(=O)c2sc3ccccc3c2Cl)C1(C)C	3.2	-29	0	13	0.0	·	-16	2
O=C(C[C@H]1CC[C@@H](NS(=O)(=O)c2ccccc2F)[C@@H](CO)O1)NCCCN1CCOCC1	-1.0	-13	-2	6	0.3	-24	5	-5
Cn1c(=O)[nH]c(=O)c2c1nc(NCCO)n2CCOc1ccccc1	-0.5	2	-2	9	0.0	3	0	2
Cc1ccc(CSCCNC(=O)CN(c2ccc(F)cc2)S(C)(=O)=O)cc1	-1.0	0	-2	-23	0.2	-7	2	0
C[C@H]1CN([C@@H](C)CO)S(=O)(=O)c2ccc(C#Cc3ccc(F)cc3)cc2O[C@H]1CN(C)S(=O)(=O)c1cn(C)cn1	1.1	16	-1	-15	0.2	1	-1	-2
COc1ccccc1CNC(=O)C[C@H]1C[C@H]2c3cc(NS(C)(=O)=O)ccc3O[C@H]2[C@H](CO)O1	1.8	-1	5	-2	-0.1	-2	0	8
COC(=O)c1cn(NC(=O)/C=C/c2cccc(OC)c2OC)c(=O)c2ccccc12	·	-7	-2	14	0.0	·	-8	2
COc1cc2c(cc1NC(=O)c1cc(-c3ccccn3)nc3ccccc13)oc1ccccc12	0.3	-9	5	5	0.1	·	11	-8
O=C(NCc1ccccc1)C1=C[C@H](c2ccc3c(c2)OCO3)C[C@H](OCc2ccc(CO)cc2)O1	0.3&-0.1&0.0	-2&-2&-3	10&1	8	0.0	0	5&-14&3	1&2
Cc1nc2ccc(NC(=S)N3CCOCC3)cc2nc1C	-0.2	0	4	-9	0.0	13	-11	5
c1ccc(N2CCN(c3c4c(nc5ncnn35)CCC4)CC2)cc1	4.3	·	10	-7	·	1	-22	2
CCCC#Cc1ccc([C@H]2[C@@H](CO)N3CCCCN(S(=O)(=O)CC)C[C@@H]23)cc1	1.4	-13	7	7	0.2	15	·	1
COc1ccc2sc(-c3ccc(SC)cc3)c(-c3ccc(O)cc3)c2c1	0.7	3	-7	-14	0.0	·	2	-6
C[C@@H]1CN([C@H](C)CO)S(=O)(=O)c2ccc(C#CC3CC3)cc2O[C@H]1CN(C)C	-1.8	·	10	9	-1.0	1	0	2
CCCC(C)C(=O)Nc1ccc(S(N)(=O)=O)cc1 (stereo not drawn)	2.6	6	-3	0	0.0	-12	-3	?
CCCC#Cc1ccc2c(c1)O[C@@H](CN(C)S(C)(=O)=O)[C@H](C)CN([C@H](C)CO)S2(=O)=O	-0.2	·	-3	-34	-0.2	1	3	12
Cc1cccc(NC(=O)C(=O)NNC(=O)c2ccc(C(C)(C)C)cc2)c1	-1.8	-7	-2	-2	-0.1	-28	-21	-1
COCC(=O)N1CC2(CCN(C(=O)CN3CCOCC3)CC2)c2c([nH]c3cc(OC)ccc23)[C@H]1CO	-0.1	·	-11	16	0.3	·	10	·
Oc1ccc(C[C@H]2CNC(=S)N2C[C@H]2CCCN2C[C@H](Cc2ccccc2)N2C[C@H](Cc3ccc(O)cc3)N(CC3CCCCCC3)C2=S)cc1	0.9	11	9	-7	0.2	·	18	-6

Reformatted with two lines to a compound: two of the compounds above
Second line of a record – F508del corr	PAX8 inh HTS	DENV2 CPE	INS-1E GSIS act	Xi reactivation	ARNT-TACC3 inh	EWS-Fli inh	ERp5 inh
C[C@H]1CN([C@@H](C)CO)S(=O)(=O)c2ccc(C#Cc3ccc(F)cc3)cc2O[C@H]1CN(C)S(=O)(=O)c1cn(C)cn1
→ 1.1	16	-1	-15	0.2	1	-1	-2
COc1ccccc1CNC(=O)C[C@H]1C[C@H]2c3cc(NS(C)(=O)=O)ccc3O[C@H]2[C@H](CO)O1
→ 1.8	-1	5	-2	-0.1	-2	0	8

By substructure: the entries above with a furan ring, fused or not
SMILES	F508del corr	PAX8 inh HTS	DENV2 CPE	INS-1E GSIS act	Xi reactivation	ARNT-TACC3 inh	EWS-Fli inh	ERp5 inh
CCCCc1nnc(NC(=O)c2oc3ccc(OC)cc3c2C)s1	-2.1	-40	-3	4	0.6	-6	-19	0
COc1cc2c(cc1NC(=O)c1cc(-c3ccccn3)nc3ccccc13)oc1ccccc12	0.3	-9	5	5	0.1	·	11	-8

The listing continues:
SMILES	F508del corr	PAX8 inh HTS	DENV2 CPE	INS-1E GSIS act	Xi reactivation	ARNT-TACC3 inh	EWS-Fli inh	ERp5 inh
Cc1noc(C)c1NC(=O)Nc1ccc2c(c1)C(=O)N([C@@H](C)CO)C[C@H](C)[C@@H](CN(C)S(C)(=O)=O)O2	-1.0	·	4	10	-0.1	-7	-8	0
COc1cccc(S(=O)(=O)N(C)C[C@H]2Oc3ncc(Br)cc3C(=O)N([C@@H](C)CO)C[C@@H]2C)c1	-4.7&0.4	3	-10&4	-2&1	0.1&0.5	-1	-2&3	-6&6
CCCC(c1nnnn1C(C)(C)C)N1CCN(c2ccccc2)CC1 (stereo not drawn)	-1.4	20	3	-15	0.0	-4	12	0
CCN(Cc1ccccc1)C(=O)CN1C(=O)NC(CC)(c2ccc(F)cc2)C1=O (stereo not drawn)	-2.7	3	14	-14	·	3	-1	-4
CCCCCCC(=O)N/N=C1\CCCc2ccccc21	-0.3	8	?	-11	0.2	0	-10	-1
O=C(Oc1c(CN2CCOCC2)cc(Cl)c2cccnc12)c1cccs1	6.2	71*	0	-13	-0.2	65*	27	18
COc1cccc(NC(=O)CC(=O)c2ccccc2)c1	3.0	-81	-5	0	-0.1	20	-87	-3
Cc1ccc(-c2ccc3c(c2)O[C@@H](CN(C)C(=O)C2CC2)[C@@H](C)CN([C@H](C)CO)S3(=O)=O)cc1	-2.7	·	-7	-21	0.0	2	7	-2
CNC[C@H]1Oc2ncc(C3=CCCC3)cc2C(=O)N([C@H](C)CO)C[C@H]1C	-3.2	·	·	4	-0.8	·	-5	·
COc1cc(CC(=O)Nc2nc(-c3ccccc3)c(C(C)=O)s2)cc(OC)c1OC	-0.9	4	?	-36	0.0	4	5	3
Cc1noc(C)c1NC(=O)N[C@H]1CC[C@H](CC(=O)N2CCCCC2)O[C@@H]1CO	2.6	-5	-7	-15	0.6	1	-5	0
O=C(O)C1CCN(C(=O)c2ccco2)CC1	-0.8	4	-4	16	0.0	2	-1	7
CCCNC(=O)N1C[C@@H]2[C@H](c3ccccc31)[C@@H](CO)N2C(=O)c1ccccc1	-0.7	-4	7	4	0.4	-2	0	-3
COc1ccc(OCc2cc(C(=O)N3CCCCCC3)no2)c(Cl)c1	-1.1	-89	-1	-5	-0.1	-1	-54	1
COc1ccc2[nH]c(=O)c(CN(C(=O)c3ccco3)C(C)C)cc2c1	-2.9	-10	5	3	0.0	6	-6	1
CNC[C@@H]1Oc2ccc(NC(=O)Nc3c(C)noc3C)cc2C(=O)N([C@@H](C)CO)C[C@@H]1C	1.2	-11	9	7	-0.2	·	4	0
COc1ccc2[nH]c3c(c2c1)CCN1C(=O)C(CC(=O)NCCCn2ccnc2)C[C@H](C(=O)N2CCOCC2)[C@@]31CCC1CCCC1 (stereo partly drawn)	4.4	11	4	-2	·	7	1	-6
O=C(C[C@H]1C[C@H]2c3cc(NC(=O)NC4CCCC4)ccc3O[C@H]2[C@@H](CO)O1)NCc1cc(F)ccc1F	-2.2	0	-5	3	0.2	8	-2	·
CCN1C[C@@H]2[C@@H]3C(=O)N(C)C(=O)[C@@H]3[C@](CC)(C1=O)N2C(=O)c1ccccc1	-1.0	-22	-10	4	-0.1	0	-7	-5
O=C(CCCCl)OCc1cn(-c2ccc(Cl)cc2)nn1	-2.0	4	-1	8	0.0	·	0	-2
Cc1nnc(SCC(=O)N(C)C2CCS(=O)(=O)C2)n1Cc1ccccc1 (stereo not drawn)	-0.6	0	0	7	0.2	-3	3	-5
COc1ccccc1NC(=O)CSc1nnnn1C1CCCC1	0.1	-24	1	3	0.0	-1	-5	4
CCc1cccc2c(C(=O)COC(=O)c3c(C)noc3C)c[nH]c12	0.3	·	0	6	·	-1	-10	0
COc1ccc(S(=O)(=O)CC(=O)c2cc3cc(Br)ccc3oc2=O)cc1	1.3	3	7	13	0.0	-15	-27	-14
CCOc1ccc2nc(N(CCN(CC)CC)C(=O)c3ccc([N+](=O)[O-])cc3)sc2c1	1.0	12	-5	13	-0.2	-8	4	1
C[C@H](CO)N1C[C@H](C)[C@@H](CN(C)C(=O)c2ccccc2)OCCCC[C@H](C)Oc2ccc(NC(=O)CCCN(C)C)cc2C1=O	-2.9	-7	·	26	-0.2	·	1	·
COc1ccc(C(C(=O)NC2CCCC2)N(CC2CCCO2)C(=O)Cc2cccs2)cc1OC (stereo not drawn)	0.7	11	0	1	0.2	-5	11	6
CN1CCN(c2ccc([N+](=O)[O-])cc2C(=O)Nc2ccccc2)CC1	·	1	-1	-2	0.0	-4	0	1
C[C@@H]1CN([C@@H](C)CO)C(=O)c2cc(NC(=O)CCCN(C)C)ccc2O[C@@H]1CN(C)Cc1ccc(Cl)c(Cl)c1	-0.6	-13	-3	18	0.2	4	2	0

Look-ups from the results shown.
Entry of CCc1cccc2c(C(=O)COC(=O)c3c(C)noc3C)c[nH]c12 in EWS-Fli inh: -10
Entry of COc1ccc(C(C(=O)NC2CCCC2)N(CC2CCCO2)C(=O)Cc2cccs2)cc1OC (stereo not drawn) in INS-1E GSIS act: 1
Entry of COc1ccc(S(=O)(=O)CC(=O)c2cc3cc(Br)ccc3oc2=O)cc1 in DENV2 CPE: 7

Laid out differently: results already given
Under each structure – F508del corr, PAX8 inh HTS, DENV2 CPE, INS-1E GSIS act, Xi reactivation, ARNT-TACC3 inh, EWS-Fli inh, ERp5 inh
CN1CCN(c2ccc([N+](=O)[O-])cc2C(=O)Nc2ccccc2)CC1
 : ·, 1, -1, -2, 0.0, -4, 0, 1
COc1ccc(OCc2cc(C(=O)N3CCCCCC3)no2)c(Cl)c1
 : -1.1, -89, -1, -5, -0.1, -1, -54, 1

Bioassay records from PubChem.
